HP1b binding inh = HTS for Inhibitors of HP1-beta Chromodomain Interactions with Methylated Histone Tails. Chromobox protein homolog 1 (Homo sapiens), P83916. AlphaScreen HP1-beta / biotin-H3K9me3 peptide binding. Potency, µM (highest dose often 114 µM), without a hit: at the top dose activity change, negative = inhibition, usual class: inhibitors. hit rate 0.56% among 390,000; further: potency means the concentration at half of the fitted maximal effect; nearly all actives have a fitted effect of over 70% in size; inactives centre near 23
Target sequence (P83916 whole entry, looked up): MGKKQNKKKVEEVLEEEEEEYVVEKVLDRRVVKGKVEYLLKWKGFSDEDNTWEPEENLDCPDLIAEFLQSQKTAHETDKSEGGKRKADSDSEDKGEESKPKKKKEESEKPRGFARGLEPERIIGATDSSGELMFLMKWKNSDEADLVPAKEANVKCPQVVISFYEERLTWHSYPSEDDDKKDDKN
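AlphaScreen: HP1-beta (50 nM) preformed 30 min with biotin-H3(1-18)K9me3 peptide (50 nM) in PBS pH 7.4, 0.01% Tween-20. Compound added for 30 min at RT, then streptavidin donor/nickel chelate acceptor beads (10 ug/mL) for 30 min.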
RGS4 inhibitor = Inhibitors of Regulator of G Protein Signaling (RGS) 4: qHTS; Transcreener GDP fluorescence polarization, RGS4-accelerated GTP hydrolysis; AID 504845, 2011; hit rate 0.039% among 390,000; Potency, µM (top dose mostly 114 µM), inactives show at the highest dose activity change, negative = inhibition, usual class: inhibitors; Regulator of G-protein signaling 4 (Homo sapiens), P49798; further: potency means the concentration at half of the fitted maximal effect; on the % scale 0 is the no-effect control and ±100 the full control effect; nearly all actives have a fitted effect of over 75% in size; some results filed as inactive show a strong effect at the top dose
Target sequence (P49798 whole entry, looked up): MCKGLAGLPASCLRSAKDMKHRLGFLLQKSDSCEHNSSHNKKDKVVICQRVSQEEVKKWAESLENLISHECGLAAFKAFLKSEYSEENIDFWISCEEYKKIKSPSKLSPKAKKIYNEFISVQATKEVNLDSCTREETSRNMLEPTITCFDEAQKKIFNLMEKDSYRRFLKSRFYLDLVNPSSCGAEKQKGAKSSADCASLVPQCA
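MLSMR compounds (23 nl, pin-transferred) preincubated 10 min at room temperature with a 500nM (2x) first reagent, then RGS4 at 900nM (2x) plus Transcreener GDP mix added; fluorescence polarization (620/688 nm) read before and after 90 min at 30 °C.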
BAZ2B inh = qHTS Assay for Inhibitors of BAZ2B | Potency, µM (titrated, usually from 114 µM), without a hit: at the highest dose activity change, negative = inhibition, most hits filed as inhibitors | AlphaScreen BAZ2B-H3K14Ac peptide displacement | AID 504333, 2011 | Bromodomain adjacent to zinc finger domain protein 2B (Homo sapiens), Q9UIF8 | hit rate 4.4% among 360,000; further: potency means the concentration at half of the fitted maximal effect; on the % scale 0 is the no-effect control and ±100 the full control effect; nearly all actives have a fitted effect of over 60% in size
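AlphaScreen displacement of biotin-H3(5-23)K14Ac peptide (50 nM final) from BAZ2B (50 nM final) in PBS pH 7.4, 0.01% Tween-20; complex preformed 30 min RT, then compounds (top 110 uM) 30 min RT, beads 20 min dark.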
ERG-DNA inh = qHTS for Small Molecule Inhibitors of the ERG Ets/DNA interaction. Transcriptional regulator ERG (Homo sapiens), P11308. fluorescence polarization, His-ERG Ets domain / labelled DNA. Potency, µM (highest dose often 76.9 µM), without a hit: at the highest dose FP activity, negative = inhibition, actives largely listed as inhibitors. hit rate 0.028% among 370,000. AID 624246, 2012; active means well fitted inhibition curve with a large enough effect in the polarisation, with a control signal flat; inconclusive means small, poorly fitted or top-dose-only effect, or effect the other way, or a change in a side signal; inactive means no such curve, though single readings can be large or run the other way; the % refers to the polarisation;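 further: polarization taken with two DNA probes labelled with fluorescein and Texas red; potency means the concentration at half of the fitted maximal effect; % of control where 0% means no effect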
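His-tagged ERG Ets domain (1 uM in the protein solution; 300mM KCl, 50mM Tris-HCl, 1mM EDTA, 1mM DTT, pH 7.5) received compound, then a probe mix of 5 nM fluorescein-DNA and 100nM Texas-615-DNA. Fluorescence polarization was read for both dyes.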
PI4K2A block = qHTS for small molecular inhibitors of PI4K2A. activity change, negative = inhibition, % at 76.9 µM. hit rate 0.13% among 420,000. AID 1346378, 2018. purified PI4K2A, ADP-Glo luminescence, 1 h; hits give low values. Phosphatidylinositol 4-kinase type 2-alpha (Homo sapiens), Q9BTU6; in the data active means activity change below about -50%; inconclusive means mostly about -30% to -49%;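 further: -100% = wells without enzyme as full effect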
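ADP-Glo luminescence measured ADP generated by PI4K2A enzyme (4 ug/mL before mixing) with 1.2 mM PI substrate (pre-mix) and 300 microM ATP (pre-mix). Tris pH7.5 buffer with MgCl2, Triton X-100; 1 h reaction at ambient temperature.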
GLS inh = qHTS for Inhibitors of Glutaminase (GLS); GLS enzymatic activity, qHTS titration; Potency, µM (highest dose often 45.5 µM), for inactives: at the top dose activity change, negative = inhibition, actives largely listed as inhibitors; hit rate 0.21% among 410,000; AID 624170, 2012; further: potency means the concentration at half of the fitted maximal effect; on the % scale 0 is the no-effect control and ±100 the full control effect
Target sequence (O94925 whole entry, looked up): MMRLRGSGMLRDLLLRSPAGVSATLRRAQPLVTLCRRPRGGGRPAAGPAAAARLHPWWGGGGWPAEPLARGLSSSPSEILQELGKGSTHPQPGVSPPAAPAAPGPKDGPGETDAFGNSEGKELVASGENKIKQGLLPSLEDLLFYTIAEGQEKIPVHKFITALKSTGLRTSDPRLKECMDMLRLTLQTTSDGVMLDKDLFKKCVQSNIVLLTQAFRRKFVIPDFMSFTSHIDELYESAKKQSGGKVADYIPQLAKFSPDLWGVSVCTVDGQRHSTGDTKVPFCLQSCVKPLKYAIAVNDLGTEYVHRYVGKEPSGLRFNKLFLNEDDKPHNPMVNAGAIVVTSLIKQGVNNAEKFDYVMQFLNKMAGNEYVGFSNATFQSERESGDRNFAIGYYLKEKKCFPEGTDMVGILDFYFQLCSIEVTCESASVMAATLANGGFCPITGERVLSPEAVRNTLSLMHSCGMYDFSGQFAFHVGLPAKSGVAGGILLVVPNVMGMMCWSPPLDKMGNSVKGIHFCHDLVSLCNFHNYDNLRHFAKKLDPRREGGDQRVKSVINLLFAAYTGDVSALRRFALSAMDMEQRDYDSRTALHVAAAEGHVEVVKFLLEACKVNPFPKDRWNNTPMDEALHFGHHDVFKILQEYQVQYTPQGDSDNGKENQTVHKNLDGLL
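Coupled fluorescence readout: glutamate oxidase/HRP/Amplex Red detect glutamate formed by hKGA from L-glutamine (1 mM solution added). Buffer 45 mM KH2PO4 pH 8.2, 0.02% Tween-20; reads at t0 and 30 min RT.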
G9a block = qHTS Assay for Inhibitors of Histone Lysine Methyltransferase G9a; Histone-lysine N-methyltransferase EHMT2 (Homo sapiens), Q96KQ7; G9a H3K9 monomethylation, AlphaScreen, 2 h; Potency, µM (highest dose often 102 µM), for inactives: at the top dose activity, negative = inhibition, actives largely listed as inhibitors; hit rate 8.8% among 350,000; further: potency means the concentration at half of the fitted maximal effect; on the % scale 0 is the no-effect control and ±100 the full control effect; nearly all actives have a fitted effect of over 75% in size
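Compounds were preincubated with 20 nM G9a for 15 min, after which biotinylated H3K9 peptide (500 nM) and SAM (20 uM) started a 2 h room-temperature reaction. Monomethylated product was quantified by antibody-based AlphaScreen chemiluminescence.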
12-LOX inh = Primary qHTS assay for inhibitors of human arachidonate 12S-lipoxygenase (ALOX12): Round 2; Polyunsaturated fatty acid lipoxygenase ALOX12 (Homo sapiens), P18054; purified 12hLO, xylenol orange hydroperoxide absorbance; Potency, µM (top dose mostly 108 µM), without a hit: at the highest dose activity change, negative = inhibition, actives largely listed as inhibitors; hit rate 1.1% among 580,000; further: potency means the concentration at half of the fitted maximal effect; on the % scale 0 is the no-effect control and ±100 the full control effect
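Purified human 12hLO (150 nM final) in 25 mM Hepes, 0.01% Triton X-100, pH 7.0 was preincubated 15 min at room temperature with compound. Then 40 uM arachidonic acid was added, 30 min. Hydroperoxide was read by Fe-XO absorbance ratio 573/405 nm.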
JMJD2A Tudor = qHTS Assay for Inhibitors of JMJD2A-Tudor Domain. Lysine-specific demethylase 4A (Homo sapiens), O75164. Potency, µM (doses to about 114 µM), for the others: at the top dose activity change, negative = inhibition, most hits filed as inhibitors. AlphaScreen JMJD2A-Tudor / H3K4me3 peptide binding. hit rate 4.4% among 390,000; further: potency means the concentration at half of the fitted maximal effect; on the % scale 0 is the no-effect control and ±100 the full control effect; nearly all actives have a fitted effect of over 50% in size
The depositor's hits bear a star; ? = inconclusive; · = no result given; & = joins results of further samples; [ ] = dose if it differs, or a comment. Unless noted, the call rests on the fitted dose curve; in most records, active means well fitted curve in the direction sought with a large enough effect; inconclusive means small, poorly fitted or top-dose-only effect, or another doubt; inactive means no such curve, though single readings can be large; an effect the other way counts as inactive or inconclusive. These rows are one share of the data; the hit share may differ from the screen's.

SMILES	HP1b binding inh	RGS4 inhibitor	BAZ2B inh	ERG-DNA inh	PI4K2A block	GLS inh	G9a block	12-LOX inh	JMJD2A Tudor
CCOC(=O)C1CCN(C(=O)c2cccnc2Oc2ccccc2)CC1	29%	-31%	-13%	11%	3	1%	24%	8%	-3%
CC(=O)Nc1ccc(S(=O)(=O)N[C@@H](C)C(=O)OCc2cc([N+](=O)[O-])cc3c2OCOC3)cc1	19%	25%	-22%	-11%	2	10%	-19%	2%	-14%
O=C(CN1C(=O)c2ccccc2C1=O)NCc1ccccn1	41%[activator]	0%	2%	1%	-7	5%	-4%[12.7 µM]	-12%	-14%
Cc1[nH]ccc(=O)c1OCc1c(Cl)cccc1Cl	29%	-21%	-1%	2%	0	-3%	?	0%	-2%
COc1ccc(NC(=O)c2ccco2)cc1NC(=O)c1cccc(C)c1OC	-9%	-41%	?	7%	1	5%	0%[59 µM]	3%	20µM*
COc1cc(NS(=O)(=O)c2ccc(N=Cc3c(C)[nH]n(-c4ccccc4)c3=O)cc2)nc(OC)n1	18%	1%	-13%	-4%	3	4%	?	3%	-19%
CCN(C(=O)Cc1c(C(=O)O)n(CC)c2ccccc12)c1ccccc1C	39%[activator]	-41%	-3%	-2%	1	6%	27%[0.501 µM]	22%	0%
CSCc1cc(N2CCOCC2)nc(SCc2ccc(Cl)cc2Cl)n1	61%[activator]	19%	1%	5%	-8	18%	-24%[12.7 µM]	-7%	-15%
CS(=O)(=O)N1CCC(C(=O)Nc2ccc(Cl)c(Cl)c2)CC1	-9%	?	-11%	15%	-6	-5%	10%	3%	-23%
CC1CC(C)CN(CC(C)(C)NS(=O)(=O)c2ccc(Cl)cc2)C1 (stereo not drawn)	35%	-19%	6%	-18%	2	15%	8%	-21%	0%
CC(=O)c1ccc(NS(=O)(=O)c2cc3[nH]c(=O)c(=O)[nH]c3cc2C)cc1	38%	-8%	-25%	7%	-3	-1%	16%[59 µM]	-3%	-9%
Cc1cccc(OCC(O)Cn2c(-n3nc(C)cc3C)nc3c2c(=O)[nH]c(=O)n3C)c1 (stereo not drawn)	26%	-18%	-2%	-15%	-2	-4%	-40%	-3%	-12%
CCOc1ccc(C(=O)NC(=S)NCCCN2CCOCC2)cc1	24%	24%	-15%	7%	-3	30%	·	-19%	-21%
CCOCCCNC(=O)C(c1ccc(OC)cc1)N(Cc1ccc2c(c1)OCO2)C(=O)c1ccc(NC(C)=O)cc1 (stereo not drawn)	28%	-15%	-2%	-2%	0	0%	0%[59 µM]	-4%	-16%
Cc1ccc2c(CC(=O)NNC(=O)c3ccccc3O)coc2c1	24%	-13%	?	0%	-3	16%	-33%	?	-21%
CCOC(=O)C1(C)C=C(Nc2ccc(O)cc2)C(=O)N1c1ccc(O)cc1 (stereo not drawn)	-15%	-33%	50µM*	-18%	?	8%	8.9µM*	?	?
CCOC(=O)c1sc(-c2ccc(F)cc2)cc1NC(=O)Nc1ccccc1OC	45%	-22%	-4%	-4%	-2	-2%	40%[59 µM]	-10%	-4%
Cc1c(O)nc(SCC(=O)Nc2ccc3c4c(cccc24)CC3)n(-c2ccc(F)cc2)c1=O	-4%	-28%	-35%	0%	2	10%	-3%[59 µM]	-7%	-15%
Cc1cc(N=Cc2cc(Br)ccc2O)no1	23%	7%	-3%	-5%	-4	46%[activator]	-21%[59 µM]	?	-15%
Cc1cc(=O)n(CC(=O)Nc2cccc([N+](=O)[O-])c2)c(-n2nc(C)cc2C)n1	23%	?	-22%	4%	-2	3%	?	-5%	-18%
Cc1ccc(/C=C/C(=O)N2CCN(S(=O)(=O)c3ccc(C)c(C)c3)CC2)o1	?	-127%	?	12%	-21	14%	2.8µM*	18µM*	45µM*
N#C/C(=C\c1ccc(-c2ccc(C(=O)O)cc2)o1)c1nc2ccccc2[nH]1	?	?	-1%	2%&-12%	-7&-4	-12%&16%	-37%[59 µM]	?	89µM*
CC(=O)c1ccc(OCC(O)CN2CCN(S(=O)(=O)c3cccc(Br)c3)CC2)cc1 (stereo not drawn)	55%[activator]	21%	-6%	-4%	-4	-7%	-8%	-10%	-7%
O=C(NC(Cc1ccccc1)C(=O)O)OCc1ccccc1 (stereo not drawn)	15%	-11%	·	-16%	-1	1%	-2%[59 µM]	13%	-10%
CCN(C(=O)COc1ncnc2sccc12)c1ccccc1	31%	-12%	-11%	4%	9	3%	-20%	-18%	-1%[57.1 µM]
CC[N+]1(CC)CC2=Cc3c(ccc4ccccc34)CC2C1 (stereo not drawn)	44%[activator]	1%	12%	16%	-5	8%	16%[59 µM]	0%	7%
Cc1ccc(NC2SC(=O)N(CC(=O)O)C2=O)cc1 (stereo not drawn)	16%	9%	?	·	1	0%	-48%[59 µM]	11%	-11%
CC1CCC(C(=O)NC(C(=O)NCCN2CCC(C)CC2)C(C)C)CC1 (stereo not drawn)	25%	3%	6%	2%	1	15%	2%[12.7 µM]	-1%	-9%
O=C(Nc1ccccc1)NC1CCS(=O)(=O)C1 (stereo not drawn)	22%	25%	-3%	-2%	-2	-1%	22%[59 µM]	4%	-16%
COc1ccc(N(CC(=O)NC2CCCC2)C(=O)CCC(=O)Nc2cc(C)on2)cc1	27%	-3%	6%	14%	-4	6%	13%	-12%	7%
CCc1ccc(C2CC(=O)N(c3cccc(F)c3)C3=C2C(=O)OC3)cc1 (stereo not drawn)	34%	23%	-1%	-8%	-2	9%	13%	-8%	-2%
NC(=O)c1ccc(NC(=O)COc2coc(CN3CCc4ccccc4C3)cc2=O)cc1	24%	-1%	?	9%	0	-1%	50µM*	-7%	-16%
C=CCNC(=O)c1onc(CSc2cccc(OC)c2)c1C(=O)O	43%[activator]	14%	-38%	-8%	-4	4%	3%[0.501 µM]	?	-17%
O=C(c1ccco1)N1CCN(c2cc(C(F)(F)F)nc3ncnn23)CC1	40%	-18%	6%	-3%	-1	-3%	19%	26%	1%
COc1ccccc1NS(=O)(=O)c1cc(NC(=O)Cn2cnc3c2c(=O)n(C)c(=O)n3C)ccc1C	45%[activator]	-47%	-7%	-1%	-3	1%	12%[59 µM]	-19%	?
Cc1cc(C)cc(OCC(=O)Nc2cccc(-c3nc4ccccc4[nH]3)c2)c1	14%	?	-25%	6%	0	3%	3%[59 µM]	-10%	-27%
NC(=O)c1ccc(NC(=O)Cc2cccs2)cc1	13%	-24%	?	9%	-5	-23%	?	?	-19%
COc1cc(NC(=O)C2CCCCC2)c(OC)cc1NC(=O)CCC(=O)NCc1ccco1	9%	16%	-5%	-7%	2	0%	-25%[59 µM]	-18%	-21%
CCOc1ccc(N=C2NC(=O)C(CC(=O)Nc3ccccc3)S2)cc1 (stereo not drawn)	55%[activator]	-8%	-2%	1%	0	-3%	1%	-5%	-11%
BrC(=C\c1ccccc1)/C=N/n1cnnc1	22%	-47%	-3%	5%	-13	1%	16%	-1%	-7%
Cc1ccc(C(=O)N2CC(C(=O)O)C2)cc1	44%[activator]	-35%	?	5%	0	3%	28%[12.7 µM]	0%	-2%
O=C(O)c1cc(-n2nnnc2SCc2ccc([N+](=O)[O-])cc2)ccc1Cl	4%	-15%	2%	-4%	3	-7%	13%[2.33 µM]	0%	-6%
CC(NC(=O)c1sc2ccccc2c1Cl)C1CCCO1 (stereo not drawn)	63%[activator]	10%	0%	-13%	0	0%	23%[59 µM]	8%	11%
CN1CCN(c2ccc(NC(=O)c3ccccc3)cc2)CC1	27%	-11%	-16%	-6%	-4	19%	-21%	-2%	-10%
COC(=O)c1cc(OC)c(OC)cc1NC(=O)Nc1ccc(OC)cc1	26%	4%	13%	0%	-3	-1%	4%[59 µM]	0%	-4%
O=C(CCCc1ccccc1)N1CCN(C2CCCCC2)CC1	4%	12%	-36%	-9%	4	4%	-5%	22%	-8%
COC1=C(OC)c2ccccc2C(C(=O)O)N/C1=C(/C)Nc1ccncc1 (stereo not drawn)	20%	-10%	-13%	-8%	-13	-3%	-44%[59 µM]	?	-8%
CCN1C(=O)[C@@H]2[C@@H](c3ccc(-c4ccc(C(C)=O)cc4)c(OC)c3)N3CCCC[C@@]3(C(=O)OC)[C@@H]2C1=O	14%	12%	-9%	9%	-2	4%	15%[2.33 µM]	-15%	-35%
